Assay outcomes from PubChem BioAssay.
NSD2 inh = NSD2 histone methyltransferase inhibitors, primary screen, biochemical, AlphaScreen, single concentration, set 2; NSD2 peptide methylation, 120 min; inhibition, % at 12.5 µM; AID 743445, 2014; 310,000 tested, 0.54% active; Histone-lysine N-methyltransferase NSD2 (Homo sapiens), O96028; in the data active = inhibition above about 50%
Cardiac RTF inh = cardiac RTF calcium sensitivity inhibitors, primary screen, biochemical, IANBD-TnC fluorescence, EC70 calcium; Troponin I, cardiac muscle (Homo sapiens) + Troponin T, cardiac muscle (Homo sapiens) + …; IANBD-labeled cardiac RTF, Ca2+ fluorescence; inhibition, % at 7.15 µM; 340,000 tested, 0.12% active;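 active = inhibition above the mean inhibition of all tested compounds plus 3 SD, cut at about 17% in these data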;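 also: assay run at fixed EC70 calcium of 1.6 mM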
CAL PDZ FP-1 = CAL PDZ peptide-binding inhibitors, primary screen, biochemical, fluorescence polarization, Cer-tagged CAL PDZ, HTS; Golgi-associated PDZ and coiled-coil motif-containing protein (Homo sapiens), Q9HD26; purified CAL PDZ, TMR-peptide fluorescence polarization, 1 h; inhibition, % at 20 µM; 330,000 tested, 0.02% active; AID 504414, 2011;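 active = highest replicate inhibition of at least 40%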;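 also: plate controls were DMSO neutral control wells for no effect and unlabeled competitor peptide control wells for full effect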
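Read-out basis: mP drop reported as inhibition | Assay system: Tagged CAL PDZ protein CerCALP, purified | Benchmarks: Unlabelled peptide for full inhibition, DMSO wells as neutral | Schedule: 1 h incubation at room temperature before polarization reading | Buffer or medium: Sodium phosphate/NaCl buffer pH 7.4 with TCEP, IgG, Thesit | Doses: Single point, 20 µM | Measured by: Fluorescence polarization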
DAGLB inhibitor = DAGLB lipase inhibitors, primary screen, biochemical, fluorescence, HTS | Diacylglycerol lipase-beta (Homo sapiens), Q8NCG7 | 340,000 tested, 0.059% active | inhibition, % at 5.17 µM | AID 504411, 2011 | HEK293T DAGLB membrane lysate, EnzChek fluorogenic substrate; in the data active = inhibition above about 34%;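 also: 0% = enzyme with vehicle and 100% = wells lacking enzyme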
Target sequence (Q8NCG7 whole entry, looked up): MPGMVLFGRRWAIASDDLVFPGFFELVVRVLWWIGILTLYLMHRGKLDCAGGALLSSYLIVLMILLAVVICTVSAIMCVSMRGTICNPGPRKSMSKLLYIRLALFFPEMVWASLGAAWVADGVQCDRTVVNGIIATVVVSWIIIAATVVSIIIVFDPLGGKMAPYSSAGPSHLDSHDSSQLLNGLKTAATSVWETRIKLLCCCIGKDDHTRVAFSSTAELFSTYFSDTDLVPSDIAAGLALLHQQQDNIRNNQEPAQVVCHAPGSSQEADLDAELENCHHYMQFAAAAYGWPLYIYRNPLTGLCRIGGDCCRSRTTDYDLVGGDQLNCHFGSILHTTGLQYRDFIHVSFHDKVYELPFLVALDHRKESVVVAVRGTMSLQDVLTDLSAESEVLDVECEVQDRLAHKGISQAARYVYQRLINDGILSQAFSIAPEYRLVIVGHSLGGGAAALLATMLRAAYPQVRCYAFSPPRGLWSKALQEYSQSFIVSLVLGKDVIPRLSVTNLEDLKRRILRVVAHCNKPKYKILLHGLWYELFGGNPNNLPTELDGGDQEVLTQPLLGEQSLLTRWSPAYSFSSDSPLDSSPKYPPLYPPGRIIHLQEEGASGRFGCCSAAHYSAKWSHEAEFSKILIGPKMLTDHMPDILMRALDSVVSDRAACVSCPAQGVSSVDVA
V-ATPase pHluor = regulators of yeast V-ATPase proton pumping, primary screen, pHLuorin cytosolic pH fluorescence. S. cerevisiae. response, % at 10 µM. 350,000 tested, 0.37% active; in the data active = response mostly above about 7.3%, no sharp cut-off; inactive = mostly below about 5.4%; also: actives read high; inactives centre near 0; some compounds called inactive have numbers as strong as hits
LANA DNA inh = inhibitors of KSHV C-LANA binding to DNA, primary screen, biochemical, fluorescence polarization, FAM-LBS DNA, MBP-C-LANA, single point. 340,000 tested, 0.078% active. inhibition, % at 9 µM. Kaposi's sarcoma herpesvirus LANA C-terminal domain (residues 932-1162) DNA binding;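 active = highest replicate inhibition at or above 60% at 9 µM, even if other replicates fall short; inactive = all replicates below 60% inhibition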;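 also: 0% = neutral control wells and 100% = 4 µM acridine orange control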
CAL PDZ FP-2 = untagged CAL PDZ binding inhibitors, primary screen, biochemical, fluorescence polarization, HTS | Golgi-associated PDZ and coiled-coil motif-containing protein (Homo sapiens), Q9HD26 | purified CAL PDZ, TMR-peptide fluorescence polarization, 1 h | inhibition, % at 24.9 µM | 300,000 tested, 0.92% active | AID 602252, 2012;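 active = mean inhibition of at least 30% with at least half of replicates also reaching 30%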;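 also: 0% = DMSO neutral control and 100% = excess unlabeled competitor peptide PRC23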
Pemphigus Ab inh = inhibitors of pemphigus antibody binding to DSG3, primary screen, biochemical, bead-based, flow cytometry, scFv-GFP; Desmoglein-3 (Homo sapiens), P32926; AID 588358, 2011; DSG3-coupled beads, scFv-anti-DSG3-GFP binding; active compounds read low; 310,000 tested, 0.48% active; binding (percent of control), % at 10 µM;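 active = binding more than 3 SD below its plate's average and above zero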;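 also: hits lower antibody fragment binding to DSG3; some compounds called inactive have numbers as strong as hits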
Keap1 Nrf2 FP = Keap1-Nrf2 protein-protein interaction inhibitors, primary screen, biochemical, fluorescence polarization, single point; Kelch-like ECH-associated protein 1 (Homo sapiens), Q14145; Keap1 Kelch-Nrf2 peptide fluorescence polarization, 1536-well; inhibition, % at 9.4 µM; 340,000 tested, 0.15% active; AID 504523, 2011; in the data active = inhibition above about 12%;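 also: human Keap1 Kelch domain with fluorescein labeled Nrf2 9mer peptide probe; 0% = neutral control wells and 100% = peptide positive control; higher means more block of Keap1 binding to Nrf2 peptide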
Arr AP2 block = inhibitors of beta-arrestin/AP2 binding, primary screen, biochemical, GPCR trafficking, flow cytometry | beta-arrestin 1 C-terminal peptide binding to AP2 beta2-adaptin appendage (human) | FITC-arrestin peptide / GST-AP2 beads; AP2 beta2 appendage carries R879A mutation | inhibition, % at 10 µM | 340,000 tested, 0.31% active;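 active = inhibition above a set limit, near 3 SD of compounds lacking own fluorescence, cut at about 54% in these data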;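 also: plate controls were DMSO wells for no effect and 5 µM unlabelled arrestin peptide for full effect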
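System: GST-AP2 R879A bound to glutathione beads, E. coli-expressed. Also added: 50 nM FITC-arrestin peptide. Schedule: compound with beads 12 min RT, then probe 1 h RT. Signal: bead flow cytometry, FITC channel. Read-out basis: percent response.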
An asterisk follows results filed as active; . = not tested or not shown.

SMILES | NSD2 inh | Cardiac RTF inh | CAL PDZ FP-1 | DAGLB inhibitor | V-ATPase pHluor | LANA DNA inh | CAL PDZ FP-2 | Pemphigus Ab inh | Keap1 Nrf2 FP | Arr AP2 block
CCCCn1c(/N=C/c2ccc3c(c2)OCO3)nc2ccccc21 | 6 | -3 | -2.6 | 3 | 2 | 1.0 | -10 | 122 | -4 | 10
CCOC(=O)CC(=O)CSc1nc2c(c(-c3cccs3)c1C#N)CCC2 | -1 | -7 | -0.8 | -4 | -4 | -0.1 | 3 | 95 | -2 | 12
CN=C1S/C(=C\c2ccc(N3CCOCC3)cc2C)C(=O)N1C | -5 | -14 | -1.2 | 2 | 1 | 0.5 | -1 | 77 | 5 | 6
OCc1cc(C(O)CNCCCCCCOCCCCc2ccccc2)ccc1O (stereo not given) | . | 9 | -0.3 | 0 | 4 | 0.7 | -7 | 113 | -4 | -3
CC(=O)Nc1ccc(S(=O)(=O)Nc2cccc3[nH]ncc23)cc1 | -1 | 5 | -0.4 | 2 | 0 | -1.7 | -2 | 100 | -3 | -16
CC(=O)c1cccc(NC(=O)N2C3CCC2CC(NC(=O)Nc2ccccc2)C3)c1 (stereo not given) | -3 | -10 | -1.9 | -2 | 0 | 1.5 | 0 | 83 | 2 | 0
COc1cc(OC)cc(C(=O)NCCCn2ccnc2)c1 | -6 | -16 | 0.0 | 0 | 6 | 1.8 | . | 121 | -6 | -16
Cc1ccccc1C(=O)Nc1ccc(C(=O)N/N=C/c2ccccn2)cc1 | -1 | 5 | -0.5 | 1 | 0 | 1.0 | 0 | 99 | 2 | -6
OCCOCCNc1ncnc2c1cnn2-c1ccc(Cl)cc1 | -1 | 6 | . | -1 | -3 | 0.8 | -4 | . | 1 | 4
Cc1nn(CCc2n[nH]c(=S)n2-c2ccc(F)cc2)c(C)c1[N+](=O)[O-] | -1 | -5 | . | -2 | 1 | -0.5 | -3 | 93 | 5 | 6
COc1ccc(CNC(=O)COC(=O)c2ccc(Br)o2)cc1 | -1 | -3 | 3.1 | 1 | -5 | 0.1 | 0 | 104 | -6 | 6
O=C(CN1CCN(S(=O)(=O)c2cccc(Cl)c2)CC1)NCC1(N2CCOCC2)CCCCC1 | 2 | 2 | -0.4 | 0 | 1 | -0.1 | -2 | 104 | -5 | 0
COCCNC(=O)c1n[nH]c2ccccc12 | -2 | 4 | -0.7 | -1 | -2 | 0.3 | 8 | 94 | -3 | 2
O=C(CN1C(=O)CC(c2ccco2)Sc2ccccc21)NCC1CCCO1 (stereo not given) | 5 | -4 | -2.3 | -2 | 4 | 2.6 | . | 96 | 0 | -7
Cc1ccc(Nc2nnc(SCc3cc(=O)n4ccsc4n3)s2)c(C)c1 | -4 | -4 | -2.2 | -1 | -2 | -1.4 | 0 | 99 | -1 | 32
COc1cc(Cl)c(NS(=O)(=O)c2cc3[nH]c(=O)c(=O)[nH]c3cc2C)c(OC)c1 | . | -3 | -0.7 | 3 | 3 | -1.0 | 6 | 103 | -5 | 26
Cc1cc(=O)oc2c(N)c(O)ccc12 | . | 1 | -1.0 | -3 | -2 | 0.7 | -2 | 113 | 1 | 19
Cc1ccc(S(=O)(=O)N(Cc2ccc([N+](=O)[O-])cc2)C(=O)N2CCN(C)CC2)cc1 | -2 | -3 | -1.9 | 1 | 2 | 0.5 | 1 | 96 | -2 | 2
CCOc1cc(N2CCOCC2)c(OCC)cc1NC(=O)Cn1cnnn1 | 1 | -7 | -1.4 | 1 | -3 | 0.5 | 0 | 105 | 2 | -2
CC(C)CS(=O)(=O)C1=NSC2=NC(=O)/C(=C\c3ccc(OC(=O)c4ccco4)cc3)C(=N)N21 | 16 | 5 | -4.3 | 9 | -2 | 0.2 | -7 | 108 | -5 | 32
O=C(N/C(=C\c1ccc(Cl)cc1)C(=O)N1CCCCC1)c1ccco1 | 5 | -5 | -1.4 | 1 | 0 | 0.0 | 82* | 107 | -1 | -3
CCCCNC(=S)NCc1ccc2[nH]c3c(c2c1)CCCC3 | . | -8 | 0.4 | 0 | 2 | -0.7 | . | 100 | -5 | -2
COc1ccc(S(=O)(=O)Nc2ccc3c(c2)OCCO3)cc1OC | -2 | -2 | -1.1 | 0 | 1 | . | -1 | 104 | 2 | 3
CCCOC1CCCN(Cc2cn(C)nc2-c2ccccc2F)C1 (stereo not given) | -4 | -8 | 1.5 | 1 | -1 | 2.5 | -3 | 105 | -1 | -7
FC(F)(F)c1nnc2c(Sc3ccccc3)nc3ccccc3n12 | 0 | -12 | -2.0 | -5 | 4 | 0.0 | -1 | . | -5 | -2

4 compounds picked at random from those above, as already listed:
SMILES | NSD2 inh | Cardiac RTF inh | CAL PDZ FP-1 | DAGLB inhibitor | V-ATPase pHluor | LANA DNA inh | CAL PDZ FP-2 | Pemphigus Ab inh | Keap1 Nrf2 FP | Arr AP2 block
OCc1cc(C(O)CNCCCCCCOCCCCc2ccccc2)ccc1O (stereo not given) | . | 9 | -0.3 | 0 | 4 | 0.7 | -7 | 113 | -4 | -3
COc1cc(OC)cc(C(=O)NCCCn2ccnc2)c1 | -6 | -16 | 0.0 | 0 | 6 | 1.8 | . | 121 | -6 | -16
CN=C1S/C(=C\c2ccc(N3CCOCC3)cc2C)C(=O)N1C | -5 | -14 | -1.2 | 2 | 1 | 0.5 | -1 | 77 | 5 | 6
Cc1nn(CCc2n[nH]c(=S)n2-c2ccc(F)cc2)c(C)c1[N+](=O)[O-] | -1 | -5 | . | -2 | 1 | -0.5 | -3 | 93 | 5 | 6

Next part
SMILES | NSD2 inh | Cardiac RTF inh | CAL PDZ FP-1 | DAGLB inhibitor | V-ATPase pHluor | LANA DNA inh | CAL PDZ FP-2 | Pemphigus Ab inh | Keap1 Nrf2 FP | Arr AP2 block
COC(=O)COc1cccc(NC(=O)c2ccc(C)cc2)c1 | -2 | 2 | -1.3 | -2 | -4 | -0.7 | 2 | . | 1 | 5
COc1cc(OC)c2c(-c3cccc(-c4ccc(C(F)(F)F)cc4)c3)cc(=O)oc2c1 | . | -2 | 0.3 | -2 | 2 | -0.4 | -1 | 104 | 2 | 34
CCOC(=O)c1nnn(-c2nonc2-n2cccc2)c1CN1CCCCC1 | . | -3 | -0.5 | -20 | -7 | -2.1 | -2 | . | -10 | 7
O=C(NCCc1cccc(Cl)c1)C1CCC(=O)N(Cc2ccc(Cl)cc2)C1 (stereo not given) | -4 | -17 | 1.1 | 2 | 0 | -0.4 | -2 | 116 | -2 | -23
O=C(O)c1ccc2c(c1)C(=O)N(c1ccc(Cl)cn1)C2=O | . | -6 | 0.0 | -1 | 0 | -1.7 | . | 101 | 2 | -2
COc1ccc(CN2CC(C(=O)NCCc3ccccc3)CC2=O)cc1 (stereo not given) | 1 | -4 | -0.7 | -2 | 1 | 0.2 | -2 | 101 | -1 | -9
Cc1ccc(C2C3=C(NCCN=C3c3ccccc3)C(=O)N2c2ccccc2)cc1 (stereo not given) | 9 | 6 | -3.7 | 5 | -3 | 1.9 | -5 | 114 | 1 | -3
CCc1ccccc1NC(=O)Nc1ccc2c(c1)OCO2 | -4 | -4 | -3.2 | 0 | 1 | 0.2 | -3 | 87 | 3 | 4
O=C(/C=C/c1ccco1)NC(=S)Nc1nc(-c2ccc(Cl)cc2)cs1 | -2 | 0 | -1.2 | 1 | 0 | 1.9 | -1 | 91 | -7 | -10
Cc1ccc(C(=O)N/N=C/c2ccc(-c3ccc(Br)cc3[N+](=O)[O-])o2)o1 | 1 | 1 | -1.5 | 5 | 0 | 2.0 | -2 | . | -1 | 21
Cc1cc(NC(=O)c2noc3c2CCCCC3)no1 | 1 | -2 | -0.9 | -3 | 1 | 0.2 | -2 | 107 | -1 | 3
CCOc1cc(/C=N/NC(=O)CSc2nncn2C)ccc1OCc1cccc(C)c1 | -1 | 3 | -2.6 | 0 | -11 | 5.7 | 0 | 70 | -5 | 11
CCN(CC)C(=O)Cn1cnc2sc(C(=O)Nc3cc(OC)c(OC)c(OC)c3)c(C)c2c1=O | 1 | -5 | -0.1 | 1 | -2 | 2.1 | -5 | 104 | -2 | 11
CCC(=O)c1ccccc1OCCCn1cncn1 | -5 | 1 | 0.6 | 0 | -1 | -0.9 | -2 | 100 | -3 | 14
Cc1c(CCOC(=O)c2ccc(Cl)cc2Cl)sc[n+]1CC(=O)c1ccc(Br)cc1 | -2 | -10 | -2.8 | 1 | 9 | -1.2 | -2 | . | 1 | -1
CC(=O)Nc1ccc(S(=O)(=O)n2cnc3ccccc32)cc1 | -5 | -8 | 0.1 | -2 | 0 | 1.0 | 2 | . | -1 | -5
COc1ccc(-c2nnc3ccc(SCC(=O)Nc4nc5ccc(C)cc5s4)nn23)cc1OC | 2 | -4 | -1.6 | 1 | 1 | -0.4 | -6 | . | -7 | 12
FC(F)(F)c1ccc(NCCc2ccccc2)nc1 | 9 | 0 | -0.5 | -8 | 5 | 0.4 | -4 | 109 | -2 | -11
O=C(N/N=C/c1ccncc1)c1ccc(OCc2ccccc2)cc1 | 1 | -4 | -2.4 | -1 | 1 | -0.4 | 4 | 104 | 0 | 31
C/C(=N\NC(=O)c1cc(-c2ccco2)nc2ccccc12)c1cccnc1 | 2 | 1 | -1.8 | 0 | 0 | -0.7 | -4 | 94 | 3 | -26
COCC(=O)N(C)C1(c2nnnn2CCOC(=O)Nc2cccc3ccccc23)CCCC1 | . | -2 | -0.6 | -1 | -2 | 0.5 | -2 | 106 | 2 | 4
CCOC(=O)c1sc(NC(NC(=O)c2ccco2)(C(=O)OC)C(F)(F)F)nc1C (stereo not given) | 1 | 3 | -0.7 | -3 | 1 | 0.7 | -7 | 110 | -2 | 25
COc1cc(NC(=O)CSc2ccc(-c3ccco3)nn2)cc(OC)c1 | 3 | -1 | -6.2 | 1 | 0 | -0.5 | -6 | 105 | -6 | 2

This is a subset. The share of hits here may be higher or lower than overall.
